Screening results: PubChem BioAssay, National Center for Advancing Translational Sciences (NCATS)
L3MBTL1 block = blocks human L3MBTL1; Potency, µM (highest dose often 57.1 µM), without a hit: at the top dose activity, negative = inhibition, usual class: inhibitors; AlphaScreen L3MBTL1–H3K9me1 peptide binding; Q9Y468; 230,000 compounds, 0.66% hits; also: % is scaled to controls: 0 for no effect and ±100 for the full control effect; nearly all actives have a fitted effect of over 60% in size
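L3MBTL1 50 nM + b-AHA-H3(1-15)K9me1 75 nM, 30 min RT; compound added, 30 min RT; streptavidin donor/Ni-chelate acceptor beads 10 ug/mL each final, 30 min RT dark; AlphaScreen read.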
TRb-SRC2 inh = inhibitors of human thyroid hormone receptor beta-SRC2 interaction; P10828; TRbeta-SRC2 peptide binding, fluorescence polarization; receptor liganded with 1 µM T3; Potency, µM (titrated, usually from 106 µM), inactives show at the top dose activity change, negative = inhibition, actives largely listed as inhibitors; 280,000 compounds, 0.065% hits; AID 1469;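 also: plate controls were bound peptide for no effect and peptide without receptor for full effect; nearly all actives have a fitted effect of over 50% in size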
Target sequence (P10828 whole entry, looked up): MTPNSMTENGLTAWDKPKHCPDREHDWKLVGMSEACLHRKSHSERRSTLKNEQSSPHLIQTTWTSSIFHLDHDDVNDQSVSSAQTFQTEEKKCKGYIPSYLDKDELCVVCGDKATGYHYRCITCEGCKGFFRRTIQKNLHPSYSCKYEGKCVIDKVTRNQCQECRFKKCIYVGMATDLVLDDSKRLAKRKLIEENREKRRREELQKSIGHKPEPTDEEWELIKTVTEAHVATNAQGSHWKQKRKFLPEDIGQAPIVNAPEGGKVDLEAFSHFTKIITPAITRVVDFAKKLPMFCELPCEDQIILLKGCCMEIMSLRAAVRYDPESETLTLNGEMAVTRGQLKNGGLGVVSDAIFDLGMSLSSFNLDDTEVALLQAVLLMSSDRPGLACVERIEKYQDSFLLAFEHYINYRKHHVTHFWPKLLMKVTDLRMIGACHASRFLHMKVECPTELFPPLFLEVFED
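Assay buffer: 20 mM Tris-HCl, 100 mM NaCl, 10% glycerol, 1 mM EDTA, 0.01% NP-40, 1 mM DTT, 1 uM T3, 5% DMSO; TRb LBD 0.6 uM, Texas Red SRC2 20 nM; FP after 5 hr.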
TR SRC2 fluor cs = counter-screen for TRb-SRC2 inhibitors: fluorescence interference; TRb/SRC2 Texas Red total fluorescence interference; Potency, µM (top dose mostly 106 µM), for inactives: at the highest dose fluorescence change, negative = quenching; 280,000 compounds, 0.29% hits; active = well fitted curve in either direction with a large enough effect; inconclusive = small, poorly fitted or top-dose-only effect; also: % is scaled to controls: 0 for no effect and ±100 for the full control effect
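Human TRb ligand-binding domain at 0.6 uM with 20 nM Texas Red SRC2 peptide in Tris buffer containing 1 uM T3 and 5% DMSO, incubated with compound 5 h at ambient temperature. Total fluorescence (555/632 nm) calculated as parallel + 2 × perpendicular.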
Tau fluor cs = counter-screen for tau fibril formation inhibitors. tau K18 P301L Alexa594 fluorescence, heparin fibrillization. Potency, µM (top dose mostly 57.7 µM), for the others: top-dose activity change, negative = decrease. 280,000 compounds, 0.93% hits. AID 1463; also: % is scaled to controls: 0 for no effect and ±100 for the full control effect; nearly all actives have a fitted effect of over 55% in size
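Human tau K18 P301L (15 uM unlabeled, 0.24 uM Alexa 594-labeled) in 100 mM sodium acetate pH 7 with 20 uM heparin, 6 hr at 37 C. ThT 30 uM added, 1 hr ambient; Alexa 594 FP and total fluorescence read at 555/632 nm.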
RECQ1 helicase = RECQ1 (human) helicase inhibition. P46063. RECQ1 DNA unwinding, red fluorescence kinetic read. Potency, µM (highest dose often 57.3 µM), for the others: at the highest dose activity, negative = inhibition, most hits filed as inhibitors. 240,000 compounds, 0.54% hits;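 also: plate controls were vehicle for no effect and no enzyme for full effect; nearly all actives have a fitted effect of over 30% in size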
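50 nM RECQ1T1 preincubated 15 min with compound in Tris pH 8.0 buffer with MgCl2, DTT, Tween-20 and 2.5 ug/ml poly(dI-dC); started with 200 nM TAMRA/BHQ-2 forked duplex and 2 mM ATP. Unwinding read as fluorescence (525/598 nm), two reads 2 h apart.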
Tau fibril ThT = tau fibrillization inhibition (ThT binding); recombinant tau K18 P301L (four-repeat tau fragment), heparin-induced fibrillization, ThT fluorescence; Potency, µM (titrated, usually from 57.4 µM), for inactives: at the highest dose activity, negative = inhibition, actives largely listed as inhibitors; 270,000 compounds, 2.1% hits; AID 1460; also: % is scaled to controls: 0 for no effect and ±100 for the full control effect; nearly all actives have a fitted effect of over 55% in size
Target sequence (P10636 561-689 P618L limits assumed): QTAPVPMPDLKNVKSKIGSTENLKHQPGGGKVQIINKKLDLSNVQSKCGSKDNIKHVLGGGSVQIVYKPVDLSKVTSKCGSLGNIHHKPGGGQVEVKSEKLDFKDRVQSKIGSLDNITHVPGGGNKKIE
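Heparin-induced fibrillization of the P301L-mutant K18 repeat-domain fragment of human tau was followed by ThT binding in quantitative high-throughput format.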
HTT ATP protect = cytoprotection in Huntington HTT-Q103 PC12 cell model. PC12 HTT-Q103 induced, cytoprotection, ATP luminescence, 40 h. Potency, µM (highest dose often 56.4 µM), without a hit: cytoprotection (ATP increase), usual class: activators. 230,000 compounds, 0.14% hits. AID 1471;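 also: % of control where 0% means no effect; nearly all actives have a fitted effect of over 45% in size; toxic huntingtin expression switched on by the ecdysone agonist tebufenozide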
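ATP quantification (ATPlite) reports survival of PC12 cells in which tebufenozide, 100 nM final, switches on Htt exon 1 with 103 glutamines linked to GFP; compounds are titrated.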
Tau FP inhib = tau fibrillization inhibition (FP) | P10636 | K18 P301L tau heparin fibrillization, Alexa594 FP, 6 h | Potency, µM (top dose mostly 57.7 µM), without a hit: at the top dose activity, negative = inhibition, most hits filed as inhibitors | 280,000 compounds, 0.39% hits | AID 1468; also: % is scaled to controls: 0 for no effect and ±100 for the full control effect; nearly all actives have a fitted effect of over 55% in size
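FP of Alexa 594-tau after heparin (20 uM) induction. Substrate: human K18 P301L, 15 uM unlabeled, 0.24 uM labeled. Buffer 100 mM sodium acetate pH 7. 6 hr, 37 C.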
* marks the source's active call; other numbers are inactive results; i = inactive; ? = inconclusive; . = no result given; [ ] = remark or other dose. Unless noted, calls follow the shape of the dose curve; as a rule, active = well fitted curve in the direction sought with a large enough effect; inconclusive = small, poorly fitted or top-dose-only effect, or another doubt; inactive = no such curve, though single readings can be large; an effect the other way counts as inactive or inconclusive. Potency is read from the fitted curve at half-maximal effect. Not all compounds are listed; count on the stated rates, not on these rows.

SMILES	L3MBTL1 block	TRb-SRC2 inh	TR SRC2 fluor cs	Tau fluor cs	RECQ1 helicase	Tau fibril ThT	HTT ATP protect	Tau FP inhib
O=C(/C=C/c1ccco1)N1CCN(S(=O)(=O)c2ccc(F)c(F)c2F)CC1	.	-1%	1%	-1%	-3%	-7%	-17%	-3%
CN1CCN(C(=O)C2=C[C@@H](c3csc4ccccc34)C[C@@H](OCCCCO)O2)CC1	5%	-4%	0%	0%	4%	-11%	-5%[10 µM]	-6%
Clc1cc(Cl)cc(Nc2ncn[nH]2)c1	-5%	-6%	0%	-15%	-19%	-8%	-1%[10 µM]	-1%
CSc1cccc(NCc2ccc([N+](=O)[O-])cc2)c1	-10%	2%	0%	?	-8%	?	.	14%
Cn1nnnc1SCCCNCc1ccc(-c2cccc(Cl)c2)o1	.	-23%	?	-15%	.	-9%	.	0%
COc1ccc(C(=O)Nc2ccccn2)cc1	4%	0%	-1%	4%	-11%	1%	27%[10 µM]	-9%
COc1ccc(C2C3=C(CCCC3=O)Nc3n[nH]c(C)c32)cc1OC (configuration not stated)	-7%	-3%	-2%	-12%	13%	-13%	-7%[10 µM]	-7%
Cc1c(Cl)ccc2sc(NC(=O)c3ccc(S(=O)(=O)N4CCCc5ccccc54)cc3)nc12	.	2%	0%	-12%	.	5%	.	?
O=C(O)c1cc(NCc2ccc(F)cc2)ccc1N1CCOCC1	-3%	-8%	1%	1%	-13%	-4%	-1%[10 µM]	3%
CSCCC(NC(=O)c1ccccc1)C(=O)N/N=C(\C)c1ccccc1 (configuration not stated)	-9%	7%	7%	0%	-9%	-2%	31%[1.9 µM]	-12%
CC(C)(C)OC(=O)N1CCCC1C(=O)NCCc1ccccc1 (configuration not stated)	14%	-4%	1%	-2%	-13%	2%	-7%	0%
CCOc1ccc(-c2cn(-c3ccc(OC)cc3)c(SCC(=O)Nc3ccccc3Cl)n2)cc1	.	1%	-6%	-28%	.	-6%	.	-5%
CC(C)C(NC(=O)c1ccc(Br)cc1)C(=O)NC1=NCCS1 (configuration not stated)	4%	-7%	0%	-5%	i	1%	-4%	-1%
CC(=O)c1c(C)[nH]c(C(=O)CSc2nc3ccccc3c(=O)n2CCCO)c1C	.	-10%	0%	-13%	i	-14%	-16%	-3%
CC(=O)Nc1ccc(NC(=O)c2ccccc2F)cc1	-10%[11.4 µM]	2%	0%	8%	-4%	4%	-15%[10 µM]	4%
COc1ccc(-c2nn(-c3ccccc3)cc2C2CC(c3cccs3)=NN2C(=O)CCCC(=O)O)cc1 (configuration not stated)	.	-4%	-9%	6%	i	?	8%	-8%
Nc1nonc1/C(=N/O)N1CCN(CCO)CC1	7%	-2%	0%	0%	-4%	-4%	-6%	-1%
CCC(OC(=O)CC1Sc2ccccc2NC1=O)C(=O)NCC1CCCO1 (configuration not stated)	.	0%	-2%	-7%	i	-11%	8%[10 µM]	-1%
COc1ccccc1N1C(=O)CC(Sc2nc(C)cc(C)n2)C1=O (configuration not stated)	6%[11.4 µM]	-13%	-1%	2%	0%	-5%	?	2%
CN(C)c1ccc(Nc2ncnc3sc4c(c23)CCCC4)cc1	.	0%	-6%	?	.	?	.	1%
Cc1c(CCC(=O)O)c(=O)oc2c(C)c(OCc3cc4c(cc3Cl)OCO4)ccc12	.	0%	-2%	-9%	i	.	-14%[10 µM]	?
NCCn1oc(=O)[nH]c1=O	.	-1%	-3%	6%	i	1%	2%	7%
CCOc1ccc(C(=O)c2c(N)c(-c3nc(-c4ccc5c(c4)OCO5)cs3)c3ccccn23)cc1	.	2%	-2%	?	.	?	.	-2%
CCCCNC(=O)c1c(CSc2ccccc2)noc1C(=O)NCc1ccccc1	.	3%	0%	-3%	i	11%	-1%[10 µM]	-1%

Retrieved by compound from above (7):
SMILES	L3MBTL1 block	TRb-SRC2 inh	TR SRC2 fluor cs	Tau fluor cs	RECQ1 helicase	Tau fibril ThT	HTT ATP protect	Tau FP inhib
CCC(OC(=O)CC1Sc2ccccc2NC1=O)C(=O)NCC1CCCO1 (configuration not stated)	.	0%	-2%	-7%	i	-11%	8%[10 µM]	-1%
Cc1c(CCC(=O)O)c(=O)oc2c(C)c(OCc3cc4c(cc3Cl)OCO4)ccc12	.	0%	-2%	-9%	i	.	-14%[10 µM]	?
CC(=O)Nc1ccc(NC(=O)c2ccccc2F)cc1	-10%[11.4 µM]	2%	0%	8%	-4%	4%	-15%[10 µM]	4%
CCOc1ccc(C(=O)c2c(N)c(-c3nc(-c4ccc5c(c4)OCO5)cs3)c3ccccn23)cc1	.	2%	-2%	?	.	?	.	-2%
CC(C)C(NC(=O)c1ccc(Br)cc1)C(=O)NC1=NCCS1 (configuration not stated)	4%	-7%	0%	-5%	i	1%	-4%	-1%
Nc1nonc1/C(=N/O)N1CCN(CCO)CC1	7%	-2%	0%	0%	-4%	-4%	-6%	-1%
CC(=O)c1c(C)[nH]c(C(=O)CSc2nc3ccccc3c(=O)n2CCCO)c1C	.	-10%	0%	-13%	i	-14%	-16%	-3%

New compounds follow.
SMILES	L3MBTL1 block	TRb-SRC2 inh	TR SRC2 fluor cs	Tau fluor cs	RECQ1 helicase	Tau fibril ThT	HTT ATP protect	Tau FP inhib
COc1ccc(CNC(=O)c2cc3c(=O)[nH]c4ccc(C)cc4c3s2)c(OC)c1	.	3%	-10%	-23%	.	-3%	.	-4%
CC1=Nc2ccccc2/C1=C/c1c(N)n2c(S(=O)(=O)C(C)C)nsc2nc1=O	.	3%	-8%	-21%	-7%	?	-24%	10%
COc1ccc(NC(=O)COC(=O)C2CCC(C(C)(C)C)CC2)c([N+](=O)[O-])c1 (configuration not stated)	-27%	2%	2%	?	-14%	?	28%[10 µM]	17%
CCOC(=O)N1CCC(NC(=O)C2CCC(CNS(=O)(=O)c3ccc(OC)cc3)CC2)CC1 (configuration not stated)	0%	0%	-1%	-5%	-2%	-7%	2%	-3%
O=C(CSc1nnnn1-c1ccc(O)cc1)c1ccc(F)cc1	.	1%	-1%	?	-4%	.	-1%[10 µM]	-6%
Cc1cc(=O)c2ccccc2n1CC(=O)NCc1ccccc1	3%	-5%	0%	5%	i	4%	.	-3%
CC(C)OC(=O)c1cn(-c2ccccc2)nc1-c1ccc2c(c1)OCCO2	.	-4%	-2%	?	-4%	-5%	-22%	-19%
COc1ccc(OC)c(N=c2oc3c(OC)cccc3cc2C(=O)NCc2ccco2)c1	2%	-1%	3%	-8%	i	?	-40%[inhibitor]	15%
COc1ccc(C)cc1-n1c(SCC(=O)Nc2cc(C)on2)nc2ccccc2c1=O	-6%	6%	4%	-15%	-8%	-7%	-29%	1%
Cc1nnn(C23CC4CC(CC(CC(=O)Nc5cccc(F)c5)(C4)C2)C3)n1	0%	9%	1%	-18%	i	-1%	64%	-4%
CC(C)c1ccc(/C=C/C(=O)N2CCCCCC2)cc1	17%	-5%	-6%	-14%	i	?	.	0%
Cc1nc2nc(NCc3cccc(Cl)c3)[nH]n2c(=O)c1Cc1ccccc1	.	-3%	-5%	3%	.	14%	.	0%

Arranged by molar mass (low to high): 4 of the compounds above
SMILES	L3MBTL1 block	TRb-SRC2 inh	TR SRC2 fluor cs	Tau fluor cs	RECQ1 helicase	Tau fibril ThT	HTT ATP protect	Tau FP inhib
Cc1cc(=O)c2ccccc2n1CC(=O)NCc1ccccc1	3%	-5%	0%	5%	i	4%	.	-3%
Cc1nnn(C23CC4CC(CC(CC(=O)Nc5cccc(F)c5)(C4)C2)C3)n1	0%	9%	1%	-18%	i	-1%	64%	-4%
COc1ccc(CNC(=O)c2cc3c(=O)[nH]c4ccc(C)cc4c3s2)c(OC)c1	.	3%	-10%	-23%	.	-3%	.	-4%
CC1=Nc2ccccc2/C1=C/c1c(N)n2c(S(=O)(=O)C(C)C)nsc2nc1=O	.	3%	-8%	-21%	-7%	?	-24%	10%

The results go on:
SMILES	L3MBTL1 block	TRb-SRC2 inh	TR SRC2 fluor cs	Tau fluor cs	RECQ1 helicase	Tau fibril ThT	HTT ATP protect	Tau FP inhib
COc1ccc(C(=O)COC(=O)c2ccc3ccccc3n2)cc1	4%	1%	-1%	-7%	3%	?	16%[0.074 µM]	-1%
COC(=O)c1ccccc1NC(=O)Cn1cnc2cc(C)c(C)cc21	1%	3%	5%	-4%	-2%	-6%	-7%[10 µM]	0%
Cc1ccc2c(=O)cc(C(=O)Nc3sc4c(c3C(=O)NCC3CCCO3)CCC4)oc2c1 (configuration not stated)	.	-12%	-9%	0%	.	-8%	.	7%
CC(=O)c1ccc(NS(=O)(=O)c2cc(-c3cnc(C4CC4)o3)ccc2C)cc1	.	-1%	-1%	-22%	.	5%	.	-9%
Cc1cc(N2CCCC2)nc(N2C3CCC2CC(O)(c2ccc(F)cc2)C3)n1 (configuration not stated)	-16%	2%[53 µM]	1%[53 µM]	-6%	-5%	-1%	-8%[10 µM]	-4%
COc1ccc(C(=O)N2CCC(C(=O)Nc3ccccc3Cl)CC2)cc1	.	2%	-2%	-4%	.	-2%	.	-6%
